# JMJD2A Tudor – JMJD2A Tudor domain (human) inhibition. AlphaScreen JMJD2A-Tudor / H3K4me3 peptide binding. Potency, µM (titrated, usually from 114 µM), without a hit: at the top dose activity change, negative = inhibition, hits mostly inhibitors. 390,000 compounds, 4.4% hits. O75164; further: potency means the concentration at half of the fitted maximal effect; on the % scale 0 is the no-effect control and ±100 the full control effect; nearly all actives have a fitted effect of over 50% in size
# HP1b chromo inh – blocks HP1-beta chromodomain binding to methylated histone tails. Potency, µM (doses to about 114 µM), for inactives: at the highest dose activity change, negative = inhibition, hits mostly inhibitors. P83916. AlphaScreen HP1-beta / biotin-H3K9me3 peptide binding. AID 540317. 390,000 compounds, 0.56% hits; further: potency means the concentration at half of the fitted maximal effect; nearly all actives have a fitted effect of over 70% in size; inactives centre near 23
# Target sequence (P83916 whole entry, looked up): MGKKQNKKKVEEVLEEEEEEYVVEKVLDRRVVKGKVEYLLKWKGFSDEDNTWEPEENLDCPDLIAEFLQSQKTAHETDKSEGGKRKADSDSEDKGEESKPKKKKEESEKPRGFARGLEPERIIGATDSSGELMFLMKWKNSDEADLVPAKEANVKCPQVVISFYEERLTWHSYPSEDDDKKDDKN
#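 AlphaScreen: HP1-beta (50 nM) preformed 30 min with biotin-H3(1-18)K9me3 peptide (50 nM) in PBS pH 7.4, 0.01% Tween-20. Compound added for 30 min at RT, then streptavidin donor/nickel chelate acceptor beads (10 ug/mL) for 30 min.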
# G9a block – inhibitors of human histone lysine methyltransferase G9a; Potency, µM (series often up to 102 µM), inactives show at the top dose activity, negative = inhibition, actives largely listed as inhibitors; G9a H3K9 monomethylation, AlphaScreen, 2 h; 350,000 compounds, 8.8% hits; further: potency means the concentration at half of the fitted maximal effect; on the % scale 0 is the no-effect control and ±100 the full control effect; nearly all actives have a fitted effect of over 75% in size
#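 Readings reflect AlphaScreen signal from monomethyl-H3K9 antibody detection. HMT at 20 nM; substrate b-H3K9 500 nM; cofactor SAM 20 uM; 2 h RT reaction; compounds tested as titrations in qHTS with 15 min preincubation.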
# GLS inhibitor – blocks human kidney-isoform glutaminase activity | O94925 | GLS enzymatic activity, qHTS titration | Potency, µM (doses to about 45.5 µM), for inactives: at the top dose activity change, negative = inhibition, actives largely listed as inhibitors | 410,000 compounds, 0.21% hits; further: potency means the concentration at half of the fitted maximal effect; on the % scale 0 is the no-effect control and ±100 the full control effect
#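 Compounds were pin-transferred onto hKGA, after which L-glutamine (1 mM solution) and a detection mix of glutamate oxidase, HRP and Amplex Red were added. Initial and 30 min RT fluorescence reads were collected.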
# Pin1 inh – inhibitors of human Pin1. Pin1 FP peptide displacement, HiFluor488, 10 min. Potency, µM (series often up to 115 µM), for inactives: top-dose activity, negative = inhibition, hits mostly inhibitors. 390,000 compounds, 0.009% hits. AID 504891; active means well fitted inhibition curve with a large enough effect in the polarisation, with a control signal flat, not every such curve was filed as active; inconclusive means small, poorly fitted or top-dose-only effect, or effect the other way, or a change in a side signal; inactive means no such curve, though single readings can be large or run the other way; the % refers to the polarisation; further: potency means the concentration at half of the fitted maximal effect; on the % scale 0 is the no-effect control and ±100 the full control effect
# Target sequence (Q13526 whole entry, looked up): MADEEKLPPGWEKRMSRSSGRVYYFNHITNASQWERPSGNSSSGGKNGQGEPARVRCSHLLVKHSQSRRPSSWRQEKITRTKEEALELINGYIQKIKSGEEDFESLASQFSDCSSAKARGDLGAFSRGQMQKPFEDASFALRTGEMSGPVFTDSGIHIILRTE
# BAZ2B inh – inhibitors of human BAZ2B bromodomain; 360,000 compounds, 4.4% hits; AlphaScreen BAZ2B-H3K14Ac peptide displacement; Potency, µM (titrated, usually from 114 µM), inactives show top-dose activity change, negative = inhibition, most hits filed as inhibitors; Q9UIF8; further: potency means the concentration at half of the fitted maximal effect; on the % scale 0 is the no-effect control and ±100 the full control effect; nearly all actives have a fitted effect of over 60% in size
#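 Inhibition is scored as reduced AlphaScreen emission. The BAZ2B/b-H3(5-23)K14Ac complex (50 nM each) in PBS pH 7.4, 0.01% Tween-20 meets compound (up to 110 uM) for 30 min at RT before bead addition.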
# ERG Ets-DNA blk – ERG Ets/DNA interaction inhibition. P11308. AID 624246. fluorescence polarization, His-ERG Ets domain / labelled DNA. Potency, µM (titrated, usually from 76.9 µM), inactives show top-dose FP activity, negative = inhibition, most hits filed as inhibitors. 370,000 compounds, 0.028% hits; active means well fitted inhibition curve with a large enough effect in the polarisation, with a control signal flat; inconclusive means small, poorly fitted or top-dose-only effect, or effect the other way, or a change in a side signal; inactive means no such curve, though single readings can be large or run the other way; the % refers to the polarisation;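 further: polarization taken with two DNA probes labelled with fluorescein and Texas red; potency means the concentration at half of the fitted maximal effect; % of control where 0% means no effect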
#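 His-tagged ERG Ets domain (1 uM in the protein solution; 300mM KCl, 50mM Tris-HCl, 1mM EDTA, 1mM DTT, pH 7.5) received compound, then a probe mix of 5 nM fluorescein-DNA and 100nM Texas-615-DNA. Fluorescence polarization was read for both dyes.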
# PI4K2A inh – blocks human PI4K2A kinase activity; Q9BTU6; purified PI4K2A, ADP-Glo luminescence, 1 h; stronger effect = lower value; activity change, negative = inhibition, % at 76.9 µM; 420,000 compounds, 0.13% hits; AID 1346378; in the data active means activity change below about -50%; inconclusive means mostly about -30% to -49%;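 further: -100% = wells without enzyme as full effect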
# Target sequence (Q9BTU6 whole entry, looked up): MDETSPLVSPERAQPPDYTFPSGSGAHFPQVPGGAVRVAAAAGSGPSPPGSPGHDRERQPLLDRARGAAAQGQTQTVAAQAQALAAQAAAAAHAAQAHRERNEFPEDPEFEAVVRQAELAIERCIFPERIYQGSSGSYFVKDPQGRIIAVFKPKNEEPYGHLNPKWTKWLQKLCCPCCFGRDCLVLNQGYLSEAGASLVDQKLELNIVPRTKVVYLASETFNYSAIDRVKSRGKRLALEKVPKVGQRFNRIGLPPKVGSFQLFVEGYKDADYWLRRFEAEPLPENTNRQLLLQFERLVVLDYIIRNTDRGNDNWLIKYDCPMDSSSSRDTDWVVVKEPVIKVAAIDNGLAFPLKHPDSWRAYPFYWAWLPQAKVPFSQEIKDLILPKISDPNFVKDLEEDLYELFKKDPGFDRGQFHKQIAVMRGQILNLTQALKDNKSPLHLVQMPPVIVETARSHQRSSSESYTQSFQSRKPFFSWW
#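 PI4K2A activity was measured by ADP-Glo luminescence: enzyme (4 ug/mL stock) and phosphatidylinositol (1.2 mM stock) in Tris pH 7.5/MgCl2/EGTA/Triton X-100 buffer were reacted with ATP (300 microM stock) for one hour at ambient temperature.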
# Tb PGK inh – blocks T. brucei phosphoglycerate kinase | PGK/GAPDH coupled, Kinase-Glo luminescence, 60 min | Potency, µM (doses to about 57.5 µM), for inactives: at the top dose activity change, negative = inhibition, usual class: inhibitors | 380,000 compounds, 0.043% hits | AID 602233; further: potency means the concentration at half of the fitted maximal effect; on the % scale 0 is the no-effect control and ±100 the full control effect; nearly all actives have a fitted effect of over 60% in size
#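 Luminescent ATP detection (Kinase-Glo Plus) follows a 60-minute room-temperature incubation, with wells lacking PGK as controls. Buffer: 100 mM TEA (pH 7.6), 5 mM MgCl2, 0.01% Tween-20. Coupling enzyme GAPDH (100 nM final) supplies unstable 1,3-BPG in-well.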
# The depositor's hits bear a star; i = inactive; ? = inconclusive; nt = no result given; [ ] = another dose, or the depositor's remark. Unless noted, the call rests on the fitted dose curve; in most records, active means well fitted curve in the direction sought with a large enough effect; inconclusive means small, poorly fitted or top-dose-only effect, or another doubt; inactive means no such curve, though single readings can be large; an effect the other way counts as inactive or inconclusive.
SMILES,JMJD2A Tudor,HP1b chromo inh,G9a block,GLS inhibitor,Pin1 inh,BAZ2B inh,ERG Ets-DNA blk,PI4K2A inh,Tb PGK inh
COc1cccc(OCCN2CCN(c3ncnc4c3cnn4-c3ccccc3)CC2)c1,-27.4%,24.6%,-49.2%[59 µM],6.4%,9.0%,-37.1%,-5.3%,1.2,3.4%
Cc1ccc(C)c(OCCOCCN2CCOCC2)c1,-6.3%,20.9%,-25.9%[12.7 µM],1.6%,1.7%,-25.5%,-2.1%,-5.2,2.4%
CCOc1ccc(S(=O)(=O)N(C)CC(=O)NCc2ccco2)cc1,-10.3%,13.9%,-16.6%[59 µM],-0.5%,-2.5%,-2.1%,0.7%,-6.5,-4.1%
CC1CC(C)(C)NC(=O)O1 (stereo unspecified),10.1%,33.0%,16.9%,-7.6%,-1.2%,-4.2%,-10.4%,7.1,-11.6%
OC(c1ccccc1)c1cccnc1 (stereo unspecified),-13.7%,20.1%,15.0%[59 µM],3.3%,1.7%,0.0%,8.8%,-1.1,-4.5%
C=CCN(C)NC(=S)Nc1ccccc1,-8.8%,19.2%,29.5%[59 µM],19.5%,-1.9%,6.1%,-2.6%,-3.1,-12.0%
CC(=O)c1ccc(S(=O)(=O)N(CCCO)Cc2cc3cc(C)ccc3[nH]c2=O)cc1,-7.6%,8.9%,-18.7%,-4.0%,1.4%,-20.9%,-17.8%,-10.0,i
CCCOc1ccc(N2C(=O)CC(NCCNc3ccc(S(=O)(=O)CC)cc3)C2=O)cc1 (stereo unspecified),2.1%,36.0%,?,9.3%,-1.3%,-8.1%,-8.2%,2.6,-3.4%
NC1=NN(c2cccc(C(=O)O)c2)C(=O)C1,-21.2%,27.4%,?,1.4%,-22.4%,-32.4%,8.1%,-2.0,i
CC(=O)OCC(CCn1cnc2cnc(N)nc21)COC(C)=O,nt,nt,-1.0%[2.33 µM],0.3%,nt,-3.5%,nt,3.5,nt
Cc1cc(NS(=O)(=O)c2ccc(NC(=O)Cc3ccc([N+](=O)[O-])cc3)cc2)nc(C)n1,-20.8%,11.1%,nt,-6.3%,-7.3%,nt,0.0%,-2.6,-10.7%
COc1ccc(/C=C2\Sc3ccc(C(=O)NC4CC4)cc3N(C)C2=O)cc1OC,-33.6%,37.9%,-11.2%,-7.7%,12.7%,?,-16.2%,4.1,-0.2%
Cc1c(C(=O)OCC2CCCCC2)[nH]c2c1C(=O)CC(c1ccc(Cl)cc1)C2 (stereo unspecified),-0.7%,33.8%,-4.8%[59 µM],1.3%,-0.2%,1.4%,-13.4%,0.6,-1.0%
Cc1ccc(Cl)cc1Nc1nn2c(=O)c3ccc(C(=O)NC(C)c4ccccc4)cc3nc2s1 (stereo unspecified),10.0%,10.5%,-5.7%[59 µM],0.9%,3.4%,-9.4%,-3.9%,2.6,i
COc1ccc(S(=O)(=O)N(C)C)cc1NC(=O)c1ccc2c(c1)OCCO2,-12.8%,0.1%,-4.0%[59 µM],-0.7%,-1.3%,8.5%,-6.9%,1.4,i
CCOC(=O)c1sc(SC)c2c1CCCC2=O,-5.8%,75.4%[activator],-1.1%,4.5%,4.7%,2.4%,0.7%,-5.2,i
COc1ccc(C(=O)CCC(C)(C)[N+](=O)[O-])cc1OC,-3.5%,39.1%,2.3%,-0.5%,0.9%,-1.2%,-4.3%,0.2,-0.6%
COC(=O)C[C@H](NC(=O)Cn1cnc(C(=O)Nc2ccc(C)c(C)c2)n1)C(=O)OC,-15.8%,15.1%,nt,-0.3%,-6.8%,nt,-4.1%,1.2,0.4%
O=C1CC(/C=C/c2ccc([N+](=O)[O-])cc2)=Nc2ccccc2N1,-10.3%[11.4 µM],-14.2%,nt,-4.8%,0.9%,?,8.0%,-3.7,-0.3%
CCOc1cc(C2NC(=O)c3c(sc4c3CCN(C)C4)N2)ccc1OC(=O)c1ccc(Br)cc1 (stereo unspecified),-8.2%,52.6%[activator],-0.9%[59 µM],-3.6%,9.5%,4.0%,-1.6%,-5.0,0.4%
O=C(CO/N=C/c1ccccc1OC(F)F)NCc1ccco1,-18.3%,13.1%,-5.2%[12.7 µM],-8.4%,-5.9%,-15.8%,-5.5%,0.9,-0.7%
O=[N+]([O-])c1ccc(OCn2cncn2)cc1,4.9%,21.7%,2.3%[2.33 µM],-12.3%,-2.7%,-4.1%,16.3%,7.0,-1.0%
NC(=S)N/N=C/c1cc([N+](=O)[O-])ccc1Cl,-18.1%,7.8%,-36.8%,0.1%,-23.3%,1.8%,2.7%,1.9,i
O=C(O)c1ccc(NC(C(=O)c2ccccc2)c2ccccc2)cc1 (stereo unspecified),-9.7%,-5.3%,nt,-24.9%,1.0%,nt,-7.3%,8.9,-0.9%
CC(=O)Nc1ccc(NC(=O)CSc2nc(=O)n3cccc(C)c3n2)cc1,-13.1%,19.2%,2.0%[59 µM],10.6%,29.7%,0.2%,5.8%,-2.0,4.5%
CC(=O)c1ccc(NC(=O)N2C3CCC2CC(O)(c2cccnc2)C3)cc1 (stereo unspecified),-9.0%,28.8%,-8.4%[59 µM],-7.3%,-19.0%,?,3.8%,1.1,1.5%
Cc1cccc(C(C)C)c1NC(=O)CSc1nncn1C,-8.5%,18.2%,5.8%[59 µM],0.8%,-5.7%,-0.3%,1.2%,2.6,-4.1%
CC(C)CSc1nnc2[nH]c(=O)cc(N)n12,-16.8%,19.3%,14.5%[59 µM],4.0%,-14.5%,0.5%,-4.8%,-11.1,-8.4%
Cc1nc2c(C)cccc2cc1C(=O)N/N=C/c1ccc(O)cc1,-3.8%,-9.3%,2.4%[59 µM],22.3%,0.9%,-4.0%,-0.1%,-8.6,-8.1%
O=c1oc2c(CN3CCOCC3)c(O)c(Cl)cc2c2c1CCCC2,-2.3%,15.9%,79.4µM*,30.4%,-1.6%,11.3%,1.2%,1.5,-4.9%
O=C(N/N=C/c1cn(-c2ccccc2)nc1-c1cccs1)c1ccccc1F,-31.8%,15.2%,-12.9%[59 µM],10.5%,17.9%,-4.5%,-3.4%,3.5,-3.1%
O=C(CNC(=O)c1ccccc1)NCC(c1ccco1)N1CCCC1 (stereo unspecified),4.0%,37.4%,nt,-2.1%,4.2%,nt,8.7%,4.8,-2.4%
Cc1cc(C)c(S(=O)(=O)/N=C2\C=C(Nc3ccc(C(=O)O)cc3)C(=O)c3ccccc32)c(C)c1,31.6µM*,?,10µM*,?,?,8.91µM*,67.3%[activator],?,-24.4%
O=c1sc2ccccc2n1CCOc1ccccc1,30.6%,67.6%[activator],15.7%[59 µM],-1.4%,-1.5%,47.3%[activator],-7.6%,-2.4,-2.8%
CC1c2cc3c(cc2CCN1CC(=O)Nc1ccc(S(=O)(=O)N2CCCC2)cc1)OCCCO3 (stereo unspecified),-17.3%,11.8%,70.8µM*,5.1%,38.1%[activator],?,8.3%,-4.0,-2.6%
Cc1cccc(C2c3[nH]c4ccccc4c3CCN2C(=O)c2ocnc2C)n1 (stereo unspecified),-31.9%,5.8%,31.6µM*,1.5%,4.2%,79.4µM*,0.3%,-4.2,0.4%
Cc1cc(C(=O)NNc2ccc(F)cc2F)no1,7.6%,47.3%[activator],-102.8%[59 µM],1.9%,13.7%,0.0%,-2.2%,1.1,-1.4%
C=CCn1c(SCc2csc(-c3ccc(Cl)cc3)n2)nnc1-c1ccccc1OC,-20.6%,27.1%,70.8µM*,-0.4%,21.1%,9.8%,-1.9%,1.1,i
O=[N+]([O-])c1ccc2nccn2c1,-13.3%,0.6%,9.8%,0.9%,2.2%,0.3%,0.8%,-0.3,-4.8%
O=C1CC(NC(=O)C(F)(F)F)c2cc3c(cc21)OCO3 (stereo unspecified),2.7%,17.8%,22.8%,-11.5%,0.8%,1.6%,3.3%,-4.3,-9.6%
Cc1cc(C(=O)NCc2cccs2)no1,-0.7%,33.2%[activator],-16.8%,-1.1%,6.3%,-5.6%,-6.3%,-0.3,1.2%
Cc1ccc(NC(=O)CCc2ccc(C)o2)c(C)c1,-4.7%,9.0%,nt,0.3%,4.1%,-14.5%,9.8%,4.0,-4.9%
CCOC(=O)/C(=C/c1ccc(OC(F)F)cc1)C1=Nn2c(nnc2-c2ccc(Cl)cc2)SC1,-35.9%,?,nt,-21.4%,3.6%,nt,-5.2%,-12.7,4.1%
CCC(CC)C(=O)c1c[nH]c(C(=O)NCc2cccs2)c1,2.8%,18.0%,4.9%,-1.3%,9.5%,0.1%,5.4%,7.1,0.5%
Cc1c(Cl)cccc1NC(=S)NCCC(c1ccccc1)c1ccccc1,-17.0%,22.1%,19.0%,-3.3%,?,-1.0%,-3.1%,10.4,2.0%
Cc1cc(C(=O)Nc2ccccc2)oc(=O)c1,-8.0%,29.9%,nt,0.8%,-0.5%,-4.4%,4.9%,-0.8,1.2%
COCc1nnc(NC(=O)C2CCN(C(=O)c3ccco3)CC2)s1,13.4%,-15.9%,12.6µM*,9.9%,-7.6%,-2.0%,-8.7%,3.9,-5.0%

# Screens (PubChem BioAssay)
